SENP6 inh: SENP6 protease inhibitors, primary screen, biochemical, luminescence, uHTS. AID 2599, 2010. Sentrin-specific protease 6 (Homo sapiens), Q9GZR1. inhibition, % at 10 µM. actives 1.8% (n = 330,000). Recombinant SENP6 catalytic domain, aminoluciferin luminescence;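 active means inhibition above about 50% at the single tested dose, limit read from the data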;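 further: plate controls were DMSO wells with enzyme for no effect and DMSO wells lacking enzyme for full effect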
PfGluPho inh: PfG6PD enzyme inhibitors, primary screen, biochemical, fluorescence intensity, uHTS. glucose-6-phosphate dehydrogenase-6-phosphogluconolactonase (Plasmodium falciparum 3D7). PfGluPho enzyme, NADPH resazurin-diaphorase fluorescence. inhibition, % at 20 µM. actives 0.78% (n = 350,000);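 active means inhibition reaching at least a set limit at 20 µM in the primary screen, cut at about 59% in these data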;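 further: 0% = DMSO wells with substrate and 100% = DMSO wells lacking glucose-6-phosphate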
HKDC1 inhibitor: HKDC1 hexokinase inhibitors, primary screen, biochemical, fluorescence, uHTS; inhibition, % at 20 µM; Q2TB90; actives 0.16% (n = 340,000); AID 493160, 2011; recombinant HKDC1, G6PDH/diaphorase resazurin coupled fluorescence;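 active means inhibition above about 35% when tested at 20 µM, limit read from the data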;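 further: plate controls were DMSO wells with enzyme for no effect and DMSO wells lacking enzyme for full effect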
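Material – in-house recombinant HK5 (HKDC1) enzyme · Quantity – HKDC1 at 5 µg/mL · Buffer or medium – pH 8.0 Tris buffer with 10 mM MgCl2 · Reagent – glucose with 1 mM ATP · Dosing – single 20 µM dose · Times – reaction time 90 min, room temperature, protected from light · Technique – resorufin fluorescence at 613 nm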
Apaf-1 inh: inhibitors of human Apaf-1 apoptosome, primary screen, biochemical, DEVD-Rh110 fluorescence, uHTS. AID 489030, 2010. reconstituted apoptosome caspase-3 activity. Apoptotic protease-activating factor 1 (Homo sapiens), O14727. actives 0.71% (n = 330,000). inhibition, % at 20 µM; active means inhibition of at least 40% at 20 µM;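 further: plate controls were DMSO wells for no effect and DEVD-CHO caspase inhibitor wells for full effect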
Target sequence (O14727 whole entry, looked up): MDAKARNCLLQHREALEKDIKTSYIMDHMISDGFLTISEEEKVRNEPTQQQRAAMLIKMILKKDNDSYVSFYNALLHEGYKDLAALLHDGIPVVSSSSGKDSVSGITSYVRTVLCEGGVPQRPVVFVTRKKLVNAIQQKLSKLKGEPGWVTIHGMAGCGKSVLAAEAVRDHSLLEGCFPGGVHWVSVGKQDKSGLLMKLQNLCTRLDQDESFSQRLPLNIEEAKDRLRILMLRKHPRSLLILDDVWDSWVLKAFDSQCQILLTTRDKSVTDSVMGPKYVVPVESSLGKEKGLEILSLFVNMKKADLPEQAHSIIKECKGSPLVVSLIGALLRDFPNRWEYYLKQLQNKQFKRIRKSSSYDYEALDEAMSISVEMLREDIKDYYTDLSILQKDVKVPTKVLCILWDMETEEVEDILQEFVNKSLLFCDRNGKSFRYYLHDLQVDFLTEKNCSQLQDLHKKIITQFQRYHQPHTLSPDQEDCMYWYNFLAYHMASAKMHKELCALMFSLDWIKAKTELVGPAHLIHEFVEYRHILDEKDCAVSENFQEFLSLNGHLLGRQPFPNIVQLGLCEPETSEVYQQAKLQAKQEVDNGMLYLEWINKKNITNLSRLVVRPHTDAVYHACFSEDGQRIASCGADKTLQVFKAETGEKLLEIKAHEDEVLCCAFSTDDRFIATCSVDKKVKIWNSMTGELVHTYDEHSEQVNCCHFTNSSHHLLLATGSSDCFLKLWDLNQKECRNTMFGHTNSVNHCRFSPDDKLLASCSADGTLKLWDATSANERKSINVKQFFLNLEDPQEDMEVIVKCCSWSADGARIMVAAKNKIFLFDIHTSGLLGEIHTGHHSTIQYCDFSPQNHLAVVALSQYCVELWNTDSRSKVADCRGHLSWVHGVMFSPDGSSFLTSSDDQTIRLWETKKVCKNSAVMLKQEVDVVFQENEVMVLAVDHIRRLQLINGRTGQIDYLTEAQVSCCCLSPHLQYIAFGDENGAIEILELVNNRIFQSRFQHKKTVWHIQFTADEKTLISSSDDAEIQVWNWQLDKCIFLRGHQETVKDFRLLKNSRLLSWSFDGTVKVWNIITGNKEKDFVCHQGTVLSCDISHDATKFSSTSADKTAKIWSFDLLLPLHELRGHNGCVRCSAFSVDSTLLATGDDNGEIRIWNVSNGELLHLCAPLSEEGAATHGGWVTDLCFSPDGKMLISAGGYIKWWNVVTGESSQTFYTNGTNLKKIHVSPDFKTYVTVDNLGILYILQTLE
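System – cell-free apoptosome with Apaf-1, procaspase-3 and caspase-9 · Buffer or medium – pH 7.5 Hepes buffer with CHAPS, BSA, DTT · Also added – cytochrome c with DEVD-Rh110 · Times – 30 min compound preincubation, 50 min activation, room temperature · Technique – Rh110 fluorescence intensity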
SENP8 block-1: SENP8 protease inhibitors, primary screen, biochemical, luminescence | purified SENP8, Z-RLRGG-aminoluciferin cleavage | inhibition, % at 10 µM | actives 1.2% (n = 330,000) | AID 2540, 2010; in the data active means inhibition above about 50%
SENP1 inh: human SENP1 catalytic domain inhibitors, primary screen, biochemical, FRET, uHTS | actives 0.21% (n = 360,000) | AID 624204, 2012 | inhibition, % at 10 µM | recombinant SENP1 catalytic domain, CyPet-SUMO1-YPet FRET cleavage;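 active means inhibition at least 30% at 10 µM, raw YFP signal under a set limit, fluorescence ratio 0.5 to 1.5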;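 further: 0% = enzyme with DMSO and 100% = no enzyme wells; some results filed as inactive read as strong as hits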
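Assay system: hSENP1 catalytic domain, recombinant. Amount: SENP1 enzyme, 20 pM final. Schedule: 50 min reaction, RT, dark. Technique: FRET, CFP and YFP emission. Control set: no-enzyme wells low, DMSO-plus-enzyme wells high control.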
SENP8 block-2: human SENP8 protease inhibitors, primary screen, biochemical, fluorescence, Nedd8 protein substrate, uHTS. Sentrin-specific protease 8 (Homo sapiens), Q96LD8. recombinant SENP8. inhibition, % at 20 µM. actives 0.64% (n = 360,000). AID 602440, 2012; in the data active means inhibition mostly above about 40%, no sharp cut-off; inactive means mostly below about 27%
SENP7 block: SENP7 protease inhibitors, primary screen, biochemical, luminescence, uHTS; Sentrin-specific protease 7 (Homo sapiens), Q9BQF6; recombinant SENP7, Z-RLRGG-aminoluciferin luminescence, 40 min; inhibition, % at 5 µM; actives 1.5% (n = 330,000); AID 434973, 2010;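 active means inhibition above about 50% at the single test dose, limit read from the data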;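 further: plate controls were DMSO with enzyme for no effect and no enzyme buffer wells for full effect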
* marks the source's active call; other numbers are inactive results; . = no result given.

Every second line gives: SENP7 block | SENP8 block-1 | HKDC1 inhibitor | Apaf-1 inh | SENP6 inh | SENP1 inh | PfGluPho inh | SENP8 block-2
COc1ccc2c(c1)C(C)CC(C)(C)N2C(=O)NC1CCCCC1 (stereo not drawn)
→ 6 | 0 | 0 | 0 | 1 | -6 | 45 | -25
CCN1CCN(c2ncnc3c2sc(=S)n3-c2ccccc2)CC1
→ 5 | 14 | -2 | -9 | -7 | 1 | -16 | 27
CC(C)(C)c1ccc(OCCNC(=O)c2ncn[nH]2)cc1
→ -1 | 4 | -2 | -5 | 2 | 0 | 16 | -2
Cc1ccc(/C=C/C(=O)N2CCC(Cc3ccccc3)CC2)cc1
→ 5 | -4 | -9 | 4 | 10 | 3 | 0 | 21
O=C(c1ccc(Cl)cc1Cl)C1(n2cncn2)Oc2ccccc2C1O (stereo not drawn)
→ -2 | 1 | 0 | 11 | -1 | -1 | 8 | 13
Cc1ccc(NC=C(S(=O)(=O)c2ccccc2)S(=O)(=O)c2ccccc2)c(C)c1
→ 2 | 4 | -4 | 10 | -22 | -2 | -7 | 24
COc1ccccc1CNC(=O)c1cc2c(s1)CS(=O)(=O)C2
→ -8 | -1 | 8 | 1 | 9 | -4 | 3 | 27
CC(=O)Nc1ccc(SCC(=O)NC(=O)c2ccccc2Br)cc1
→ 5 | -7 | -9 | -2 | -20 | 0 | -5 | 1
CCc1nc(SCC(=O)c2ccc(Cl)s2)c2oc3ccccc3c2n1
→ -2 | 3 | 4 | 11 | -10 | -136 | -9 | 12
Cc1ccc(C(=O)N2CCCCCC2)cc1S(=O)(=O)Nc1ccccc1
→ -3 | 0 | -2 | 12 | -6 | -1 | -5 | 7
COc1ccc(-c2nc(O)c3cnccn23)cc1
→ -4 | -4 | -1 | 2 | 0 | 0 | -2 | -55
O=C(N/N=C\c1cccnc1)c1ccccc1O
→ 6 | -15 | -3 | -6 | 5 | 1 | 8 | -10
N#Cc1ccsc1NC(=O)CN1CCN(c2ccc(O)cc2)CC1
→ 5 | -2 | 1 | -8 | -13 | -9 | 48 | 27
CC(=O)NS(=O)(=O)c1ccc(NC(=O)c2ccccn2)cc1
→ 2 | 2 | -3 | -17 | -15 | -1 | -13 | 12
OCC1OC(n2nnc3ccccc32)C(O)C(O)C1O (stereo not drawn)
→ -1 | 2 | -3 | 0 | 11 | 1 | 1 | -1
CCOC(=O)C1CCN(C(=O)CN(c2ccc3c(c2)OCO3)S(C)(=O)=O)CC1
→ -16 | -3 | -6 | -1 | -2 | -3 | -1 | 27
CN1CCN(c2ccc(NC(=S)NC(=O)c3cccc4c(Cl)cccc34)cc2)CC1
→ 0 | 0 | -3 | 26 | 5 | 3 | 4 | 9
CCn1c(=O)c2ccccc2n(Cc2cccc([N+](=O)[O-])c2)c1=O
→ -2 | 10 | 2 | 1 | 1 | 4 | -6 | 11
CC(C)(C)n1nc2c(c1NC(=O)c1ccc(Br)cc1)CS(=O)C2 (stereo not drawn)
→ -3 | -5 | -1 | 0 | 2 | 2 | -9 | 13
O=C(Nc1ccc2c(c1)CCC2)c1cccs1
→ 78* | 62* | -3 | 6 | 36 | 1 | 24 | 14

Just SENP6 inh and Apaf-1 inh, for some of the entries so far:
SMILES	SENP6 inh	Apaf-1 inh
COc1ccccc1CNC(=O)c1cc2c(s1)CS(=O)(=O)C2	9	1
CC(=O)Nc1ccc(SCC(=O)NC(=O)c2ccccc2Br)cc1	-20	-2
CCc1nc(SCC(=O)c2ccc(Cl)s2)c2oc3ccccc3c2n1	-10	11
Cc1ccc(C(=O)N2CCCCCC2)cc1S(=O)(=O)Nc1ccccc1	-6	12
COc1ccc(-c2nc(O)c3cnccn23)cc1	0	2

Returning to the listing; the 3 compounds before the break are reprinted first.
Every second line gives: SENP7 block | SENP8 block-1 | HKDC1 inhibitor | Apaf-1 inh | SENP6 inh | SENP1 inh | PfGluPho inh | SENP8 block-2
CCn1c(=O)c2ccccc2n(Cc2cccc([N+](=O)[O-])c2)c1=O
→ -2 | 10 | 2 | 1 | 1 | 4 | -6 | 11
CC(C)(C)n1nc2c(c1NC(=O)c1ccc(Br)cc1)CS(=O)C2 (stereo not drawn)
→ -3 | -5 | -1 | 0 | 2 | 2 | -9 | 13
O=C(Nc1ccc2c(c1)CCC2)c1cccs1
→ 78* | 62* | -3 | 6 | 36 | 1 | 24 | 14
c1coc(-c2ccnc3ncnn23)c1
→ -4 | 1 | -9 | -11 | -3 | -3 | 20 | -380
CCc1ccc2nc(N(CCCN(C)C)C(=O)c3ccc(S(=O)(=O)N(C)C4CCCCC4)cc3)sc2c1
→ -6 | -5 | -2 | 54* | 2 | 0 | 12 | 13
FC(F)Oc1ccc(-c2csc(Cc3nnc4n3CCCCC4)n2)cc1
→ . | . | 1 | . | . | 3 | -6 | 7
CCC(C(=O)NCc1cccs1)n1nc(C)n2c(cc3occc32)c1=O (stereo not drawn)
→ -11 | -3 | -2 | 5 | -9 | -4 | 2 | -2
COC1(OC)C(/C=C/c2ccc(Cl)cc2)C(C#N)(C#N)C1(OC)OC (stereo not drawn)
→ -8 | -5 | 8 | 3 | -23 | -3 | 37 | 8
O=C(CN1C(=O)NC2(CCOc3ccccc32)C1=O)NCCc1ccc(F)cc1 (stereo not drawn)
→ 4 | -3 | -6 | 1 | -15 | 2 | 9 | 13
COc1ccc(C2SCC(=O)N2c2ccc(F)cc2)cc1 (stereo not drawn)
→ -6 | -13 | 1 | 2 | 5 | 0 | 6 | 16
CC(=O)c1cc2c(cc1NS(=O)(=O)c1ccccc1Br)OCO2
→ -2 | 1 | -4 | 6 | -3 | 0 | -2 | 9
CC(=O)Nc1ccc(Oc2ccc(S(=O)(=O)N3CCCC3)cn2)cc1
→ -3 | 0 | 1 | -6 | 4 | 2 | 7 | 21
O=C(NCC1CCCO1)c1cn(-c2ccccc2)nc1-c1ccccc1 (stereo not drawn)
→ -3 | 9 | -3 | -1 | -2 | 0 | -14 | 15
CCCn1ncc(CN2CCC(Oc3ccc(C(=O)N4CCCC4)cc3)CC2)c1C
→ 5 | 8 | -2 | 11 | -11 | 0 | -1 | 3
Cc1ccc(C(=O)N2CCCC(Nc3ccc(C)c(C)c3)C2)c(=O)[nH]1 (stereo not drawn)
→ 8 | -6 | -4 | -13 | -8 | 0 | 6 | 6
CCOC(=O)[C@@H]1[C@H]2COc3ccccc3[C@@H]2N2C(=O)N(c3ccc(OC)cc3)C(=O)[C@]12C
→ -6 | 4 | -1 | 0 | -6 | 1 | 3 | 27
COc1cc(N)c(Cl)cc1C(=O)OCC(=O)Nc1cccnc1Cl
→ -1 | 4 | -5 | 6 | 1 | 0 | 5 | -4
CC(c1cccnc1)N(CCN(C)C)C(=O)Nc1ccc(Cl)c(Cl)c1 (stereo not drawn)
→ 4 | 2 | -4 | 12 | -4 | 3 | 1 | 8
C/C(N)=C(/C#N)C(=O)COC(=O)C1=NN(c2ccccc2)C(=O)CC1
→ 1 | 6 | -1 | -4 | 16 | 3 | 6 | 14
Cc1ccnc(NC(=O)CS(=O)(=O)c2ccccc2)c1
→ 7 | -2 | -1 | 1 | 19 | 0 | -14 | -56
O=C(Nc1ccc(N2CCCCC2)c(Cl)c1)c1ccc2c(c1)OCCO2
→ -1 | -15 | 3 | 16 | -3 | 3 | 99* | -2
Cc1cccc2sc(NC(=O)Cn3c(C)csc3=O)nc12
→ 2 | 5 | 1 | 9 | -18 | -1 | -8 | -4
CC(C)Oc1ccccc1NC(=O)CSc1nc2ccccc2c(=O)n1C
→ -3 | -1 | 4 | 19 | 0 | 0 | -9 | 6

SENP8 block-1: entries above that show a hit.
Structure,SENP7 block,SENP8 block-1,HKDC1 inhibitor,SENP6 inh,SENP1 inh,PfGluPho inh
O=C(Nc1ccc2c(c1)CCC2)c1cccs1,78*,62*,-3,36,1,24

New compounds follow:
Every second line gives: SENP7 block | SENP8 block-1 | HKDC1 inhibitor | Apaf-1 inh | SENP6 inh | SENP1 inh | PfGluPho inh | SENP8 block-2
CCN(CC)CCCNC(=O)Cn1ccc2ccccc2c1=O
→ 3 | -5 | -3 | 5 | -45 | 1 | 1 | -24
CCCc1[nH]n(-c2ccc(F)cc2)c(=O)c1C=Nc1cccc(F)c1
→ -2 | 0 | -7 | 5 | 5 | -1 | 4 | 28
COc1ccc(CCn2c(N)cc(=O)[nH]c2=S)cc1OC
→ 5 | 4 | 9 | 16 | 5 | -19 | 8 | 13
CC(C)Oc1ccc(S(=O)(=O)N2CCOCC2)cc1NC(=O)CC1OC(=O)c2ccccc21 (stereo not drawn)
→ 1 | -6 | -12 | 5 | -4 | 2 | 1 | 18
Cc1cccn2c(=O)c(/C=C(\C#N)C(=O)NCc3ccco3)c(N3CCOCC3)nc12
→ 5 | -4 | -1 | -2 | -11 | -166 | -2 | -401
CCC/C=N/NC(=O)CNC(=O)c1ccccc1Cl
→ -1 | 1 | -4 | -12 | 7 | -1 | -16 | 15
Cc1ccc2nc3c(cc(C(=O)NCCc4ccccc4)c(=N)n3CC3CCCO3)c(=O)n2c1 (stereo not drawn)
→ 6 | -2 | -6 | 10 | -10 | -25 | -7 | -327
Cc1noc(NS(=O)(=O)c2ccc(NC(=O)CCN3C(=O)c4ccccc4C3=O)cc2)c1C
→ 0 | -4 | -2 | 4 | -18 | 2 | -5 | 12
CN1CCN(S(=O)(=O)c2ccc(NC(=O)C3CCCO3)cc2)CC1 (stereo not drawn)
→ 1 | 5 | -9 | -17 | -5 | -3 | 11 | 6
CCn1c(SCC(=O)c2cc(C)n(C)c2C)nnc1-c1ccccc1
→ 3 | 0 | -6 | 8 | 4 | 1 | 28 | 12
Cc1ccccc1CS(=O)(=O)c1cn(CC(=O)N2CCC(C)CC2)c2ccccc12
→ -9 | -4 | 11 | 9 | 0 | 2 | 10 | 18
N/N=C1\CCCc2c1[nH]c1ccc([N+](=O)[O-])cc21
→ 3 | 2 | 11 | -12 | -4 | 1 | -1 | 21
O=C(Cn1nnc(-c2ccc([N+](=O)[O-])cc2)n1)NNC(=O)c1ccccc1
→ -4 | -9 | -1 | 8 | -12 | 0 | -17 | 22
O=C(CSc1ccc(-c2ccco2)nn1)NCc1ccc(F)cc1
→ -8 | -5 | -6 | -13 | 3 | 0 | 9 | 10
O=C(/C=C/c1ccc(S(=O)(=O)N2CCOCC2)cc1)NCc1ccc(Cl)cc1
→ -5 | -14 | -4 | -2 | -11 | 21 | 1 | 19
CCOC(=O)c1cc2nc(OCC)nc(OCC)c2[nH]1
→ . | . | 0 | . | . | -1 | 15 | -141
Cc1cc2cc(CNC(=O)c3cccs3)ccc2[nH]1
→ -12 | -10 | -2 | 39 | -20 | -12 | 37 | -56
Cc1cc(C)cc(C(=O)NC(CC(N)=O)c2ccc(N3CCN(c4ccccc4)CC3)c([N+](=O)[O-])c2)c1 (stereo not drawn)
→ 2 | -1 | -2 | 13 | -18 | 2 | -8 | 17
S=C(NCc1ccccc1)C(=S)NCc1ccccc1
→ . | . | -9 | . | . | -2 | 20 | 0
CC(=O)c1ccc(S(=O)(=O)NCc2ccc(C(=O)NCC(c3ccccc3)N(C)C)cc2)cc1 (stereo not drawn)
→ -5 | -3 | -3 | 6 | -6 | -2 | 3 | -16

Source: PubChem BioAssay (Sanford-Burnham Center for Chemical Genomics)
